Screening results: PubChem, Broad Institute
RAD52 anneal inh – RAD52 DNA annealing inhibitors, primary screen, biochemical, FRET, single point, set 2; DNA repair protein RAD52 homolog (Homo sapiens), P43351; recombinant RAD52 DNA annealing, FRET fluorescence; inhibition, % at 18.7 µM; 360,000 tested, 0.46% active; AID 651710, 2012;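 active = every replicate showing at least 50% inhibition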
Target sequence (P43351 whole entry, looked up): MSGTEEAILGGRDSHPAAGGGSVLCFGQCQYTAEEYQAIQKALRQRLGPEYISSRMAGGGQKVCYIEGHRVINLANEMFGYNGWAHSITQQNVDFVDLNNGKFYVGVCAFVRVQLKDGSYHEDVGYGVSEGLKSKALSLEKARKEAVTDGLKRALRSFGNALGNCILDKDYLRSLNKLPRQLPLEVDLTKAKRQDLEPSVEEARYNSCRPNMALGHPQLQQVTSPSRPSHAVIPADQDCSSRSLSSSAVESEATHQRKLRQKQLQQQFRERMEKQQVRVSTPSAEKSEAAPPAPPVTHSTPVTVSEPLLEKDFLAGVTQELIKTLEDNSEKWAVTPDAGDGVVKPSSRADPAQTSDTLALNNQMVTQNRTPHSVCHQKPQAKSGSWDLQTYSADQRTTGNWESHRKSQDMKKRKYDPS
RAD54 branch – inhibitors of human RAD54 branch migration, primary screen, biochemical, fluorescence, single point | DNA repair and recombination protein RAD54-like (Homo sapiens), Q92698 | RAD54 Holliday junction branch migration, FAM/BHQ fluorescence | inhibition, % at 10.4 µM | 360,000 tested, 0.14% active | AID 602329, 2012;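 active = mean normalized replicate activity at least 40 and at least half of replicates scoring 40 or more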;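 note: 0% = median of neutral control wells and 100% = median of positive control wells; inhibitors cause a drop in the FAM fluorescence signal; in these data hits start at about 50%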
E-sel inducer – E-selectin induction in HUVECs, primary screen, imaging, HUVEC, immunofluorescence imaging, single point | normalized: neutral wells 0, TNF-alpha wells 100 | P16581 | activation, % at 7.58 µM | 260,000 tested, 0.37% active;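 active = mean E-selectin-positive cell signal at least 10% of the positive control, reached in at least 60% of replicates, without over 20% cell loss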;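 note: in these data hits start at about 27%; measured in HUVEC primary endothelial cells; signal is the percent of cells scored E-selectin positive by PE staining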
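Test system – human umbilical vein endothelial cells (HUVEC), E-selectin induction · Input – 3,000 HUVEC seeded per well · Buffer or medium – EGM-2, gelatin · Compound dosing – single-point compound dose · Detection – immunofluorescence imaging · Measure – percent E-selectin-positive cells · Controls – TNF-alpha high, DMSO low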
Xi reactivation – activators of inactive X chromosome reactivation, primary screen, imaging, XiGFP fibroblasts, GFP high-content imaging, set 2. 360,000 tested, 0.055% active. XiGFP mouse fibroblasts, % GFP-positive cells imaging, 3 d; cells co-treated with 5-aza-dC sensitizer; scaled so ellipticine positive control = 100%. activation, % at 7.58 µM;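 active = mean normalized replicate activation at least 10% and every replicate at or above 10%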;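 note: 0% = median of on-plate neutral control wells and 100% = ellipticine 6 µM median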
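assay system = SV40-immortalized XiGFP fibroblast cells, line 68-5-11 | buffer or medium = DMEM plus 5-aza-dC sensitizer | doses = single-point pinned compound dosing | times = 3-day compound exposure, then 15 min fixation at room temperature | benchmarks = positive control ellipticine, 6 µM final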
S100A4 inh HTS – inhibitors of S100A4-myosin IIA peptide binding, primary screen, biochemical, fluorescence polarization, TAMRA-MyoIIA peptide. inhibition, % at 10.7 µM. 360,000 tested, 0.14% active. Protein S100-A4 (Homo sapiens), P26447;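 active = mean inhibition of at least 70% across replicates, with every replicate also reaching that level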
Target sequence (P26447 whole entry, looked up): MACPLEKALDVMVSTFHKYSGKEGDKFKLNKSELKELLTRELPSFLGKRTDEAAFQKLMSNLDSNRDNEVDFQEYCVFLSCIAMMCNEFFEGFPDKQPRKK
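Test system: S100A4 monomer protein. Medium: HEPES buffer with Ca2+, pH 7.2. Reagent: fluorescent myosin IIA peptide, 5 nM. Compound dosing: single-point compound testing. Timing: 5 min between mix addition and reading. Benchmarks: DMSO neutral and TFP positive wells.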
esBAF inh – Bmi1 luciferase reporter increase in mESCs, primary screen, esBAF inhibitor project, mouse ES cells, Bmi1 luciferase knock-in, single point; 350,000 tested, 2% active; reporter increase, % at 12.5 µM; 24 h; 100% = twice the neutral-well signal; AID 602393, 2012; in the data active = activation above about 40%;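 note: 0% = median of the plate's neutral control wells and 100% = double that signal; a rise in the Bmi1 reporter signal indicates esBAF inhibition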
ERp5 block – inhibitors of ERp5-driven insulin aggregation, primary screen, biochemical, turbidity, absorbance 650 nm, single point | Protein disulfide-isomerase A6 (Homo sapiens), Q15084 | 90 min | inhibition, % at 9.99 µM | 350,000 tested, 0.05% active | AID 651711, 2012;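 active = mean replicate inhibition above about 25%, with every replicate also reaching it, limit read from the data, passing the limit was not always enough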
Target sequence (Q15084 whole entry, looked up): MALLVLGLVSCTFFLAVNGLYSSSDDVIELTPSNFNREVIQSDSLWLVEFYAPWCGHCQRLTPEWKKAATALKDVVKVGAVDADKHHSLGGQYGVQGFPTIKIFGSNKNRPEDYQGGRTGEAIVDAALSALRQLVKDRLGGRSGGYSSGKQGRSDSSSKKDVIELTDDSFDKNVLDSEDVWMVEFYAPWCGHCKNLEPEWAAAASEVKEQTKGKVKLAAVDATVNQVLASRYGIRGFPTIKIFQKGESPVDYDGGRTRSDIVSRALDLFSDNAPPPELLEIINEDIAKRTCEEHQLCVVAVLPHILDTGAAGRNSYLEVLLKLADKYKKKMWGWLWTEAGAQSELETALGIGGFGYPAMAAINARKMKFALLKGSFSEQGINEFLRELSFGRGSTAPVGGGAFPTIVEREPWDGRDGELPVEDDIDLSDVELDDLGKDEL
ERAP1 HTS inh – human ERAP1 aminopeptidase inhibitors, primary screen, biochemical, single point, plate reader; Endoplasmic reticulum aminopeptidase 1 (Homo sapiens), Q9NZ08; recombinant ERAP1, Leu-AMC fluorescence, 60 min; inhibition, % at 10.7 µM; 340,000 tested, 0.15% active; AID 652197, 2013;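 active = mean replicate inhibition of at least 30%, or all replicates individually reaching that 30% level; inactive = mean below 30% and not every replicate reaching it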;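 note: 0% = neutral control wells and 100% = L-leucinethiol positive control wells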
* hit, by the source's call; & = joins results of further samples. Outcome played no part in choosing rows (roughly 2.5% active in at least one column).

What do the screens show for `COc1ccc(-n2nc(C(=O)NCC(=O)NC3CCCCC3)c3ccccc3c2=O)c(OC)c1`?
RAD52 anneal inh: 2; RAD54 branch: 3; E-sel inducer: 0.5; Xi reactivation: 0.0; S100A4 inh HTS: 0; esBAF inh: 4; ERp5 block: 1; ERAP1 HTS inh: -1

How did N/N=C(\c1ccccc1)c1cc(Br)ccc1N do in these assays?
RAD52 anneal inh: -12; RAD54 branch: 8; Xi reactivation: 0.0; S100A4 inh HTS: -7; esBAF inh: -3; ERp5 block: 5; ERAP1 HTS inh: 1

Results for C[C@@H]1CCCCO[C@@H](CN(C)S(=O)(=O)c2cccs2)[C@@H](C)CN([C@@H](C)CO)C(=O)c2cc(NS(=O)(=O)c3cn(C)cn3)ccc2O1 ?
RAD52 anneal inh: 111*; RAD54 branch: 2; Xi reactivation: -0.1; S100A4 inh HTS: -7; esBAF inh: 1; ERp5 block: -8; ERAP1 HTS inh: 3

How did CC(C)CC#Cc1ccc2c(c1)O[C@H](CN(C)C(=O)Cc1ccccn1)[C@@H](C)CN([C@@H](C)CO)S2(=O)=O do in these assays?
RAD52 anneal inh: -11; RAD54 branch: 0; E-sel inducer: 0.0; Xi reactivation: 0.0; S100A4 inh HTS: 11; esBAF inh: -3; ERp5 block: 0; ERAP1 HTS inh: -2

Results for COCCOC(=O)c1sc2nc[nH]c(=O)c2c1C ?
RAD52 anneal inh: -41; Xi reactivation: 0.0; S100A4 inh HTS: 6; ERp5 block: 6; ERAP1 HTS inh: 3

Results for CO[C@H]1CN(C)C(=O)c2ccc(NC(=O)c3nc4ccccc4s3)cc2OC[C@@H](C)N(Cc2ccncc2)C[C@H]1C ?
RAD52 anneal inh: -3; RAD54 branch: -14; E-sel inducer: 0.1; Xi reactivation: 0.0; S100A4 inh HTS: -2; esBAF inh: 3; ERp5 block: 4; ERAP1 HTS inh: -1

What do the screens show for `C[C@@H]1CN([C@H](C)CO)C(=O)c2c(c3ccccc3n2C)-c2ccccc2CO[C@@H]1CN(C)S(=O)(=O)c1ccc(Cl)cc1`?
RAD52 anneal inh: 12; RAD54 branch: -2; E-sel inducer: -0.5; Xi reactivation: -1.0; S100A4 inh HTS: 12; esBAF inh: 0; ERp5 block: -6; ERAP1 HTS inh: 2

Results for Cc1nonc1NC(=O)CSc1nnnn1-c1ccccc1 ?
RAD52 anneal inh: 3; RAD54 branch: 1; E-sel inducer: 0.0; Xi reactivation: 0.0; S100A4 inh HTS: 1; esBAF inh: -2; ERp5 block: -3; ERAP1 HTS inh: -2

What do the screens show for `O=C(NCc1ccccc1)C1=C[C@H](c2ccc(Br)cc2)C[C@H](OCCCCO)O1`?
RAD54 branch: -9; E-sel inducer: 0.3; Xi reactivation: 0.6; esBAF inh: -5

How did S=c1[nH]nc(Cc2cccc3ccccc23)o1 do in these assays?
RAD52 anneal inh: -19; Xi reactivation: 0.0; S100A4 inh HTS: 5; ERp5 block: -3; ERAP1 HTS inh: -3

What do the screens show for `CCC(=O)Nc1ccc2c(c1)OC[C@@H](C)N(Cc1cncnc1)C[C@@H](C)[C@@H](OC)CN(C)C2=O`?
RAD52 anneal inh: 8; RAD54 branch: 1; E-sel inducer: 0.0; Xi reactivation: 0.4; S100A4 inh HTS: 3; esBAF inh: -1; ERp5 block: 2; ERAP1 HTS inh: 0

How did Cc1ccc(NC(=O)C(=O)NCC2CCCN2S(=O)(=O)c2cccs2)cc1 (stereo unspecified) do in these assays?
RAD52 anneal inh: -16; RAD54 branch: 0; E-sel inducer: -0.3; Xi reactivation: 0.1; S100A4 inh HTS: -6; esBAF inh: 7; ERp5 block: 0; ERAP1 HTS inh: 2

Results for CCCNC(=O)N1CC2(CCN(Cc3cccnc3)CC2)c2c(n(C)c3cc(OC)ccc23)[C@H]1CO ?
RAD52 anneal inh: 7; E-sel inducer: 0.1; Xi reactivation: 0.3; S100A4 inh HTS: 8; ERp5 block: -4; ERAP1 HTS inh: 3

What do the screens show for `C[C@@H]1CN([C@@H](C)CO)C(=O)c2cc(N(C)C)ccc2O[C@H]1CN(C)C(=O)Nc1ccc(C(F)(F)F)cc1`?
RAD52 anneal inh: -1; RAD54 branch: 7; E-sel inducer: -0.1; Xi reactivation: -1.1; S100A4 inh HTS: 3; esBAF inh: -1; ERp5 block: 4; ERAP1 HTS inh: 3

What do the screens show for `O=C(CSc1nc2cc(Cl)ccc2s1)N1CCCc2ccccc21`?
RAD52 anneal inh: -16; RAD54 branch: 0; S100A4 inh HTS: -3; esBAF inh: 2; ERp5 block: 3; ERAP1 HTS inh: -2

Compounds listed so far containing a Cl atom (2):
What do the screens show for `C[C@@H]1CN([C@H](C)CO)C(=O)c2c(c3ccccc3n2C)-c2ccccc2CO[C@@H]1CN(C)S(=O)(=O)c1ccc(Cl)cc1`?
RAD52 anneal inh: 12; RAD54 branch: -2; E-sel inducer: -0.5; Xi reactivation: -1.0; S100A4 inh HTS: 12; esBAF inh: 0; ERp5 block: -6; ERAP1 HTS inh: 2

What do the screens show for `O=C(CSc1nc2cc(Cl)ccc2s1)N1CCCc2ccccc21`?
RAD52 anneal inh: -16; RAD54 branch: 0; S100A4 inh HTS: -3; esBAF inh: 2; ERp5 block: 3; ERAP1 HTS inh: -2

(further entries)
What do the screens show for `C#CC(C)(C)NC(=O)c1sccc1Oc1ccc(F)cc1[N+](=O)[O-]`?
RAD52 anneal inh: -13; Xi reactivation: 0.0; S100A4 inh HTS: -11; ERp5 block: -2; ERAP1 HTS inh: 14

What do the screens show for `C[C@H](CO)N1C[C@H](C)[C@@H](CN(C)C(=O)C2CCOCC2)Oc2ncc(Br)cc2C1=O`?
RAD52 anneal inh: -10&7&9; RAD54 branch: -2&7&13; E-sel inducer: -0.1&-4.5; Xi reactivation: 0.5&-0.6; S100A4 inh HTS: 4&-3&7; esBAF inh: -3&1&-5; ERp5 block: 8&0&2; ERAP1 HTS inh: -3&2&0

How did CCCC#Cc1ccc2c(c1)O[C@H](CN(C)Cc1cncnc1)[C@H](C)CN([C@@H](C)CO)S2(=O)=O do in these assays?
RAD52 anneal inh: 7; RAD54 branch: 3; E-sel inducer: -0.2; Xi reactivation: -0.3; S100A4 inh HTS: -1; esBAF inh: -3; ERp5 block: 2; ERAP1 HTS inh: 0

How did COc1cc(OC)c(C(=O)OCC(=O)NC2CCCCCCC2)cc1OC do in these assays?
RAD52 anneal inh: 5; E-sel inducer: 0.0; Xi reactivation: 0.1; S100A4 inh HTS: -4; ERp5 block: -3; ERAP1 HTS inh: -5

Results for COc1ccc(CN(CC(=O)NCc2ccccc2)C(=O)CCC(=O)Nc2nccs2)cc1 ?
RAD52 anneal inh: -6; RAD54 branch: 3; Xi reactivation: 0.0; S100A4 inh HTS: 4; esBAF inh: 1; ERp5 block: -1; ERAP1 HTS inh: 0

Results for COc1ccc2cc(C(=O)N3CCN(c4ccccc4OC)CC3)[nH]c2c1 ?
RAD52 anneal inh: -5; RAD54 branch: -1; E-sel inducer: -0.1; Xi reactivation: 0.2; S100A4 inh HTS: -2; esBAF inh: 4; ERp5 block: 3; ERAP1 HTS inh: -3

How did OC(CNC1CCCCC1)CON=C1CCSc2c(Cl)cccc21 (stereo unspecified) do in these assays?
RAD52 anneal inh: -5; RAD54 branch: 26; E-sel inducer: 0.0; Xi reactivation: 0.3; S100A4 inh HTS: 0; esBAF inh: -11; ERp5 block: -4; ERAP1 HTS inh: -4

Results for Cc1ccc(OCC(=O)NC2CCS(=O)(=O)C2)c(C)c1 (stereo unspecified) ?
RAD52 anneal inh: -5; RAD54 branch: -1; E-sel inducer: -0.1; Xi reactivation: 0.1; S100A4 inh HTS: 1; esBAF inh: 4; ERp5 block: 10; ERAP1 HTS inh: -3

What do the screens show for `COc1ccc(NC(=O)c2cc3c(=O)n(C)c4ccccc4c3n2C)cc1Cl`?
RAD52 anneal inh: -11; E-sel inducer: -0.1; S100A4 inh HTS: 3; ERp5 block: 3

Results for CC1(C)Cc2c(cnn2-c2cccc(F)c2)C(NC(=O)CSc2ccccn2)C1 (stereo unspecified) ?
RAD52 anneal inh: -244; RAD54 branch: -17; Xi reactivation: -0.1; S100A4 inh HTS: 2; esBAF inh: 3; ERp5 block: 2; ERAP1 HTS inh: 0

Results for COCCN(CCOc1cc(C)cc(C)c1)Cc1ccc(Cl)cc1 ?
RAD52 anneal inh: -12; RAD54 branch: -13; E-sel inducer: 0.1; Xi reactivation: 0.4; S100A4 inh HTS: -5; esBAF inh: -6; ERp5 block: 3; ERAP1 HTS inh: -4

Results for CNc1ncnc2c1ncn2[C@H]1CN(Cc2ccc(F)cc2)C[C@@H](CO)O1 ?
RAD52 anneal inh: -3; RAD54 branch: -14; E-sel inducer: -0.2; Xi reactivation: 0.1; S100A4 inh HTS: 0; esBAF inh: 9; ERp5 block: 0; ERAP1 HTS inh: -1

What do the screens show for `COc1ccc(CN(C)C[C@@H]2Oc3c(NC(=O)Nc4ccc(C(F)(F)F)cc4)cccc3C(=O)N([C@H](C)CO)C[C@@H]2C)cc1`?
RAD52 anneal inh: 1; RAD54 branch: 10; E-sel inducer: -0.3; Xi reactivation: -0.5; S100A4 inh HTS: 9; esBAF inh: 0; ERp5 block: 0; ERAP1 HTS inh: -1

What do the screens show for `Cc1cc(NS(=O)(=O)c2ccc(NC(=O)COc3cc(C)c(Cl)c(C)c3)cc2)no1`?
RAD52 anneal inh: -4; RAD54 branch: -3; Xi reactivation: -0.1; S100A4 inh HTS: 4; esBAF inh: 0; ERp5 block: -2; ERAP1 HTS inh: 0

What do the screens show for `COc1ccc(NC(=O)N2C[C@@H]3[C@H](c4ccccc42)[C@H](CO)N3C(=O)C2CCCCC2)cc1`?
RAD52 anneal inh: -7; RAD54 branch: 5; E-sel inducer: 0.2; Xi reactivation: 0.2; S100A4 inh HTS: 3; esBAF inh: 6; ERp5 block: -3; ERAP1 HTS inh: 2

Results for CCCNC(=O)N(C)C[C@H]1Oc2cc(-c3ccc(C)cc3)ccc2S(=O)(=O)N([C@H](C)CO)C[C@H]1C ?
RAD52 anneal inh: 17; RAD54 branch: -3; E-sel inducer: -1.1; Xi reactivation: 0.2; S100A4 inh HTS: 3; esBAF inh: 3; ERp5 block: 1; ERAP1 HTS inh: -2

What do the screens show for `C[C@@H]1CN([C@H](C)CO)C(=O)c2cc(N(C)C)ccc2O[C@@H]1CN(C)Cc1ccc2c(c1)OCO2`?
RAD52 anneal inh: 13; RAD54 branch: -4; E-sel inducer: -1.3; Xi reactivation: -0.6; S100A4 inh HTS: -1; esBAF inh: 0; ERp5 block: -1; ERAP1 HTS inh: 2
